phage Ecoli inh = E. coli growth loss with phage present. growth absorbance. inhibition, % at 11.9 µM. 0.26% of 360,000 active; in the data active means inhibition above about 11%
Mot1-301 SUMO = SUMOylation pathway inhibition by Mot1-301 growth rescue | S. cerevisiae Mot1-301 growth rescue, ATP luminescence, 38.5C; percent above DMSO median, 100 means doubled | growth rescue, % at 18.8 µM | 1% of 320,000 active | AID 2716;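 active means every valid replicate shows activation above 250% relative to neutral control wells; inactive means the rest, any valid replicate at or below 250%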;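 further: OY570 slx delta 5 strain wells were the positive control but not used for scaling; some compounds called inactive have numbers as strong as hits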
AddAB inh = less growth of phage-infected E. coli with AddAB; E. coli expressing H. pylori AddAB, absorbance growth; inhibition, % at 11.9 µM; 0.29% of 330,000 active; in the data active means inhibition above about 12%;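 further: 0% = vehicle wells of infected cells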
Tat transport = blocks Tat-dependent protein export in E. coli | E. coli MC4100 TorA-mCherry Tat export, fluorescence | inhibition, % at 10 µM | 0.036% of 340,000 active | AID 488895;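 active means mean replicate inhibition at least 50% and at least half of replicates individually reaching 50%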;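 further: exported cargo escapes ClpAP degradation while cytoplasmic cargo is degraded and loses fluorescence; 0% = median of neutral control wells and 100% = median of NaSCN control wells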
OPRM1-OPRD1 inv = mu-delta opioid heterodimer inverse agonism. P35372+P41143. inhibition, % at 9.3 µM. cell-based MOR-DOR heterodimer luminescence. 0.21% of 340,000 active; in the data active means inhibition above about 22%, passing the limit was not always enough;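 further: 0% = cells with DMSO and 100% = wells without cells with DMSO; values of inactives mirror those of a sister screen read the other way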
E coli growth = bacterial growth inhibition, counter-screen for AddAB inhibitors; E. coli V3065 growth, OD600 absorbance, 18 h; inhibition, % at 11.9 µM; 0.27% of 330,000 active; AID 449728;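 active means inhibition above the campaign's mean inhibition across all tested compounds plus 3 SD, cut at about 9.9% in these data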;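 further: uninfected addAB+ strain grown without phage in ampicillin broth; 0% = DMSO wells and 100% = ciprofloxacin 0.95 µg/ml wells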
MOR-DOR ag = agonists of human mu-delta opioid receptor heterodimerization. P35372+P41143. cells, OPRM1-OPRD1 heterodimerization, luminescence. activation, % at 9.3 µM. 0.3% of 340,000 active. AID 504326; in the data active means activation above about 18%;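 further: 0% = vehicle-treated cells and 100% = reference agonist; values of inactives mirror those of a sister screen read the other way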
PfHsp90 yeast 2 = inhibits growth of yeast expressing Plasmodium falciparum Hsp90; S. cerevisiae expressing PfHsp90, BacTiter-Glo ATP, 48 h; yeast lacking PDR1 and PDR3 efflux regulators; inhibition, % at 9.4 µM; 0.32% of 310,000 active;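 active means every replicate shows inhibition above about 80%, whatever the replicate mean, limit read from the data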;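 further: 0% = DMSO neutral controls and 100% = 20 µM radicicol positive controls; yeast relying on Plasmodium falciparum Hsp90 in place of its own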
PKA-R1A activ = activates the PKA-R1A holoenzyme complex; P00514+P68181; PKA-R1A dissociation, Cy5-IP20 fluorescence polarization; scaled: DMSO 0%, 113 µM cGMP 100%; activation, % at 11.4 µM; 0.083% of 340,000 active;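 active means percent activation above the mean of all tested compounds plus 3 SD, cut at about 19% in these data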;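 further: higher means more PKAc released from R1A so a rise in polarization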
HTR5A inv ctr = inverse agonist of human HTR5A in OPRM1-OPRD1 counter-screen | HTR5A cell line, luminescence, inverse agonism | inhibition, % at 9.3 µM | 0.083% of 340,000 active | AID 504634; in the data active means inhibition mostly above about 23%, no sharp cut-off; inactive means mostly below about 18%;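 further: 0% = cells with DMSO and 100% = no-cell wells with DMSO; some compounds called inactive have numbers as strong as hits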
Target sequence (P47898 whole entry, looked up): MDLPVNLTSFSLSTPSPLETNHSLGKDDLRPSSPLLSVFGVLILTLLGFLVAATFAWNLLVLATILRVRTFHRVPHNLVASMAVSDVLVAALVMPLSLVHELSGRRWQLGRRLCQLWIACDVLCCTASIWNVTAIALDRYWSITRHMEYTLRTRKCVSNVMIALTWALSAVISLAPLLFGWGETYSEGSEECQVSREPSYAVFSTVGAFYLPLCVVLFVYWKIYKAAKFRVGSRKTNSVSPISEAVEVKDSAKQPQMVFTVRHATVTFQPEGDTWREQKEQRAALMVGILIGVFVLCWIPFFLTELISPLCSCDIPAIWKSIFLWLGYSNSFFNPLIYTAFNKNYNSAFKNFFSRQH
PKA-R2B act = activators of human PKA-R2B complex; P22694+P31323; PKA-R2B holoenzyme dissociation, Cy5-IP20 fluorescence polarization; R2B truncated from residue 108, S112A mutant; 0% DMSO only, 100% 113 µM cGMP; activation, % at 11.4 µM; 0.079% of 340,000 active;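 active means activation above a cutoff set at the mean over all compounds plus 3 SD, cut at about 18% in these data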;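 further: higher means more holoenzyme dissociation and a rise in polarization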
Target sequence (P31323 whole entry, looked up, other chains not shown, the tested form may be a part): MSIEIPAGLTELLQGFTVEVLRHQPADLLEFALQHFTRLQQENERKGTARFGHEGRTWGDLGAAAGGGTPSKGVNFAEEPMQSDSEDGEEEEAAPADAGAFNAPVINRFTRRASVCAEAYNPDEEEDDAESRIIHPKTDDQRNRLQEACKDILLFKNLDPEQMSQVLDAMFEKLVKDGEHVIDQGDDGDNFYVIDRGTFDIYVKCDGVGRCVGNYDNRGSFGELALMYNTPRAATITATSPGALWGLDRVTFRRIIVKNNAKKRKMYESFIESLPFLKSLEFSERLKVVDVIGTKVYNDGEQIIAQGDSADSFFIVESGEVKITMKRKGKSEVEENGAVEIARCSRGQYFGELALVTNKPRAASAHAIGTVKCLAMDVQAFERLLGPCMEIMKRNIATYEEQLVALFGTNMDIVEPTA
An asterisk follows results filed as active; nt = no result given; & = joins results of further samples.

Under each structure: phage Ecoli inh	Mot1-301 SUMO	AddAB inh	Tat transport	OPRM1-OPRD1 inv	E coli growth	MOR-DOR ag	PfHsp90 yeast 2	PKA-R1A activ	HTR5A inv ctr	PKA-R2B act
- Cc1ccc(CNC(=O)CCn2c(=O)oc3ccccc32)cc1
  5.3	-11	-0.8	-5	10	-1.6	-2.0	24	-6	-12	-12
- Cc1ccc[n+](CC(=O)c2ccc(Cl)cc2)c1
  3.4	-4	2.0	-1	17	-2.1	-3.6	16	-5	-2	9
- CCCCCC1CCC(c2ccc(C(N)=O)cc2)CC1 (centres undefined)
  2.5	240	1.9	-7	0	-0.8	0.0	4	7	10	-2
- COc1ccccc1/C=C/C1(C(=O)NC2CCCC2)CC(=O)N1c1ccc(C)cc1 (centres undefined)
  2.9	318	2.4	10	18	0.0	-2.9	5	1	-4	-1
- CC1CCN(C(=O)CSCC(=O)Nc2nc(-c3cccs3)cs2)CC1
  3.6	7	-3.4	4	-20	-4.7	3.4	-44	-3	17	4
- CCOC(=O)c1cc2c(=O)n3ccccc3nc2n(C(C)C)c1=NC(=O)c1ccncc1
  3.9	-8	-0.1	-5	-1	-2.8	0.2	nt	1	6	-1
- COc1ccc(CN2CCN(Cc3ccco3)CC2)c(OC)c1
  -1.5	-8	-3.1	3	0	-2.0	0.1	-6	-6	13	0
- CC(C)Oc1ccc(C(=O)Nc2cccc(S(=O)(=O)N3CCCC3)c2)cc1
  0.5	16	-2.9	22	-9	-3.0	1.8	0	-3	4	-7
- COCc1cc(SC2CCCCC2)nc(C)n1
  1.9	nt	0.5	-1	10	-0.2	-1.8	-14	-7	12	0
- COc1cc(C(=O)NCc2nnc(SCC(=O)Nc3ccc4c(c3)OCO4)o2)cc(OC)c1OC
  3.2	183	2.0	3	5	-1.2	-0.7	-2	4	-10	-1
- Cc1ccc(S(=O)(=O)Nc2cc(C(=O)NCCN(C)C)ccc2N2CCCCC2)cc1
  2.5	11	5.5	6	-1	1.6	0.1	-12	8	11	6
- Cc1cc(C)c2cc(C(=O)N3CCc4ccccc4C3)[nH]c2c1
  1.5	-11	-0.6	-5	-7	-1.4	1.3	-37	-12	-7	-5
- O=C(NCCOc1ccccc1)c1ccccc1SCC(=O)N1CCCC1
  -0.1	0	2.4	2	16	-0.5	-3.6	1	-5	1	-2
- Cc1ccc(-c2noc(CCC(=O)Nc3ccc(C)cn3)n2)cc1
  2.1	-9	2.4	-5	-12	0.0	2.7	-3	4	-6	7
- CN1CCN(c2cnn(-c3ccccc3)c(=O)c2Br)CC1
  4.4	nt	1.7	0	3	2.4	-0.6	-6	4	-32	2
- Cc1ccccc1C(=O)c1c[nH]c(C(=O)NCc2cccs2)c1
  1.4	-3	2.6	3	4	-0.6	-0.8	0	-10	-9	3
- O=C1c2ccccc2C(=O)N1CCn1ccnc1
  1.5	-7	1.8	-7	9	0.6	-1.6	-6	9	1	0
- OC(COc1ccc(CNCCc2ccccc2F)cc1)CN1CCCCC1 (centres undefined)
  1.8	30	3.4	1	4	0.8	-0.7	-22	-7	5	-7
- CCN(CC)c1ccc2c(Nc3ccccc3)c(C=O)c(=O)oc2c1
  2.9	1	0.2	7	16	0.3	-3.1	-15	-10	15	-9
- COc1ccc(C(=O)Nc2ccccc2NC(=O)c2ccc(OC)cc2)cc1
  1.2	-5	1.9	6	20	1.5	-4.0	30	-6	-10	-13
- COc1ccc(-c2c[nH]c(=O)[nH]c2=O)cc1OC
  2.7	-15	1.7	-2	-3	1.5	0.7	-22	-2	-17	10
- Cc1nn(CCC(=O)NNC(=S)Nc2ccc(Cl)cc2)c(C)c1[N+](=O)[O-]
  0.5	44	0.5	-11	2	-0.8	-0.3	-36	3	-18	8
- CC(C)CN(C(=O)COC(=O)c1cncc(Br)c1)c1c(N)n(Cc2ccccc2)c(=O)[nH]c1=O
  1.4	5	1.0	7	12	-0.8	-2.2	2	-1	-35	0
- CC(=O)Nc1cccc(NC(=O)C2CCCN2C(=O)Nc2ccc(Cl)cc2)c1 (centres undefined)
  1.7	-20	0.7	-11	6	-1.8	-1.0	nt	6	-18	0
- COc1ccccc1NC(=O)CSc1nnc(COc2ccc(Cl)cc2)o1
  0.2	-11	1.0	-1	5	1.3	-0.7	1	-1	4	5
- CCn1nc(NS(=O)(=O)c2ccc([N+](=O)[O-])cc2)c2cc3ccccc3nc21
  1.0	-1	0.1	-7	-3	-1.0	0.6	-6	-6	-2	-3
- COc1cccc(-c2csc(N3CCN(CC(=O)NNC(=O)c4ccc(Br)cc4)CC3)n2)c1
  -1.2	-10	0.3	4	-15	-1.1	2.6	-35	-2	-6	6
- Cc1ccc(C(=O)NN(C)c2nc3ccccc3nc2C(F)(F)F)cc1
  -0.8	16	1.7	1	-5	2.4	1.0	nt	-4	8	1
- CN1/C(=C\C(=S)NC(=O)c2ccccc2Cl)C(C)(C)c2ccccc21
  2.7	-15	2.0	-1	9	-0.5	-1.8	0	-3	0	-11
- COc1cc(CNCc2ccco2)cc(OC)c1O
  2.9	-11	1.2	-3	8	-2.1	-1.5	-14	-10	-33	-15
- Cc1ccc(NC(=O)Cc2nc(COC(=O)Cc3cccc(C(F)(F)F)c3)cs2)cc1
  0.6	nt	nt	6	-12	nt	1.9	-7	11	-1	-1
- Cc1ccccc1CN1CCN(S(=O)(=O)c2ccc(F)cc2)CC1
  -0.3	263	-0.7	2	-8	-0.7	1.5	-4	5	-4	0
- Cc1ccc(CN(CC(=O)NCCc2ccccc2)C(=O)c2csnn2)cc1
  1.3	-8	2.7	0	3	1.1	-0.3	-48	9	2	2
- COc1ccccc1OCc1nnc(SCC(N)=O)n1-c1ccccc1
  1.0	-2	-1.5	-1	18	-0.5	-3.8	-2	-3	-10	-3
- COc1ccc(N2CCN(C(=O)c3ccc(OCc4c(C)noc4C)c(OC)c3)CC2)cc1
  -3.3	1	2.9	2	14	-1.0	-2.7	-2	1	7	20*
- CN(C)c1ccc(CNc2ncnc3sccc23)cc1
  3.0	2	0.2	-3	-5	0.1	0.9	-26	-4	-14	-1
- Nc1nonc1-c1nc2ccccc2n1CC(=O)N1CCCCC1
  2.1	-12	0.7	3	nt	-1.6	nt	-17	11	nt	0
- O=C(CN(C(=O)Cn1nnc(-c2ccc(F)cc2)n1)c1cccc(F)c1)NC1CCCC1
  1.8	-5	2.2	1	12	1.1	-2.2	-8	-5	-11	-11
- COc1ccc(CCNC(=O)CSc2ccccn2)cc1
  3.8	-10	0.7	4	3	-4.2	-0.7	-13	2	-2	-1
- O=C(O)C1C2C=CC3(CN(Cc4ccco4)C(=O)C13)O2 (centres undefined)
  1.4	-2	2.2	-7	4	2.7	-0.8	-15	4	7	10
- O=C(NCCC1=CCCCC1)c1cc(-c2ccncc2)nc2ccccc12
  1.3	10	4.1	-3	9	-1.8	-2.0	-7	-3	-4	2
- COc1cc(C(C)=O)ccc1OCC(=O)OC(C)C(=O)c1ccc(F)cc1 (centres undefined)
  -0.7	11	1.7	2	11	-0.7	-2.9	nt	12	4	3
- COc1cccc(N2C(=O)C3C(C2=O)C2C=CC3C23CC3)c1 (centres undefined)
  1.3	3	3.5	2	11	-0.8	-2.7	15	1	8	0
- COc1ccccc1CNC(=O)C1CCN(S(=O)(=O)c2cccc3nonc23)CC1
  1.1	3	-1.1	-3	9	-1.3	-1.7	3	2	16	-2
- Cc1ccc(S(=O)(=O)N2CCC(C(=O)N3CCc4ccccc43)CC2)cc1
  -0.2	159	0.9	5	1	-0.3	-0.3	19	-8	-19	1
- O=C(CC(Nc1ccc(F)cc1)c1ccccc1)c1ccccc1 (centres undefined)
  3.1	-17	0.3	2	-15	-2.4	2.1	2	-4	3	-1
- CCSc1nc(-c2ccccc2)c(-c2ccccc2)n1CC(O)CO (centres undefined)
  1.8	-3	3.0	11	-8	1.6	1.2	4	-10	4	-7
- C/C(=N\Nc1ncc(Cl)cc1Cl)c1ccc(N2CCOCC2)cc1
  1.3	-16	0.2	-2	-8	-0.7	1.4	16	-4	-17	-13
- COC(=O)CN1C(=O)C(O)(CC(=O)c2ccc(Br)cc2)c2ccccc21 (centres undefined)
  2.1	8	1.1	1	21	-0.6	-4.0	0	-7	6	1
- COC(=O)C1CCN(C(=O)C2CCN(C(=O)[C@H](C)NS(=O)(=O)c3ccc(C)cc3)CC2)CC1
  2.3	-11	2.7	-3	12	1.3	-2.4	-14	5	9	0
- CCn1nc(C)c(NC(=O)c2ccc(Br)o2)c1C
  3.8	266	3.4	1	11	2.5	-2.0	12	0	-2	7
- COc1ccc(NC(=O)c2cc(S(=O)(=O)N3CCc4ccccc43)cn2C)c(OC)c1
  nt	-24	3.0	5	8	-0.9	-1.3	-14	-11	1	3
- O=C(O)C1CCCCC1C(=O)N1CC=C(c2ccccc2)CC1 (centres undefined)
  3.3	19	2.8	5	7	2.2	-1.4	6	1	-22	8
- CN1CCN(CCCn2cnc3c(=O)oc4ccccc4c32)CC1
  2.3	9	4.2	6	7	3.5	-1.4	-3	-20	14	-9
- Cc1ccc(OCC(=O)NNC(=O)c2cccnc2)cc1C
  1.5	18	1.7	-6	11	-0.9	-1.9	10	5	-14	-11
- CCOC(=O)C1=C(C)NC(C)=C(C(=O)OCC)C1C(=O)OCC(=O)N1CCCCC1CC (centres undefined)
  2.7&1.8	172	0.3	-6	14	-0.2	-2.6	11	-1	-15	-11
- O=C(CN1C(=O)S/C(=C\c2ccccc2)C1=O)NC1CCS(=O)(=O)C1 (centres undefined)
  1.2	12	1.5	1	10	-0.2	-1.9	9	-9	13	-8
- O=S(=O)(Nc1ccc(Cl)cn1)c1cccs1
  0.4	-12	2.5	-8	-7	-1.3	0.9	-37	9	-3	-4
- CNCCCc1[nH]nc(N)c1C#N
  3.0	8	5.3	-4	6	-0.1	-1.0	9	0	-17	3
- S=C(NCC1CCCO1)NC12CC3CC(CC(C3)C1)C2 (centres undefined)
  6.1	-20	0.9	19	14	-1.4	-2.7	7	-6	-3	-13

Following part:
Under each structure: phage Ecoli inh	Mot1-301 SUMO	AddAB inh	Tat transport	OPRM1-OPRD1 inv	E coli growth	MOR-DOR ag	PfHsp90 yeast 2	PKA-R1A activ	HTR5A inv ctr	PKA-R2B act
- CC1CCCC(NCC(O)COC(c2ccc(F)cc2)c2ccc(F)cc2)C1C (centres undefined)
  -0.5	11	0.1	7	-43	0.8	9.5	2	4	-34	3
- CC(C)Nc1nc(NC(C)C)nc(SCCOC(=O)Nc2ccc(Cl)cc2Cl)n1
  3.1	124	-1.5	2	-11	-1.3	1.7	21	-8	19	-15
- CCOC(=O)CNc1nc(Cl)c(C#N)s1
  6.4	14	-0.6	2	-6	-7.2	1.0	17	-7	7	10
- CSc1nc(C)c(C(=O)C[n+]2ccc(C)cc2)cc1C#N
  3.1	-15	3.6	0	11	-1.1	-2.0	29	9	7	-3
